# USP2a inh: qHTS Assay for Inhibitors of Ubiquitin-specific Protease USP2a Using CHOP2 as the Reporter | Ubiquitin carboxyl-terminal hydrolase 2 (Homo sapiens), O75604 | USP2 core, Ub-CHOP2 coupled fluorogenic reporter, 485/531 | Potency, µM (titrated, usually from 38.3 µM), for the others: top-dose activity change, negative = inhibition, hits mostly inhibitors | 0.01% of 330,000 active | AID 463254, 2010;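 further: potency means the concentration at half of the fitted maximal effect; plate controls were DMSO wells for no effect and full inhibition by NEM control for full effect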
#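 USP2 core (10nM final) preincubated 30min RT with compound in 20mM Tris-HCl pH 8.0, 2mM CaCl2, 2mM beta-mercaptoethanol, 0.05% CHAPS; 25nM Ub-CHOP2 plus 25nM reporter substrate added, fluorescence (Ex485/Em531) read after 60min.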
# TCR activator: Activators of T cell receptors: qHTS campaign; 330,000 tested, under 10 active; primary human leukocytes, anti-CD3, IL-2 HTRF, 48 h; Potency, µM (top dose mostly 9.22 µM), for the others: at the highest dose activation of IL-2 secretion, usual class: activators; AID 504894, 2011; further: % of control where 0% means no effect
#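 Using a-CD3 beads without co-stimulation, primary human leukocytes were exposed to compounds for 48 hr. An HTRF IL-2 kit measured the cytokine, with europium-to-d2 energy transfer producing emission at 665nm upon 320nm excitation.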
# ELG1 repair inh: qHTS screen for small molecules that inhibit ELG1-dependent DNA repair in human embryonic kidney (HEK293T) cells expressing luciferase-tagged ELG1 | HEK293T ELG1-luciferase reporter, luminescence, 16 h; DNA damage induced by 5-fluorouridine | Potency, µM (series often up to 46.1 µM), for inactives: at the top dose activity change, negative = inhibition, actives largely listed as inhibitors | 2.3% of 330,000 active | AID 504467, 2011; further: potency means the concentration at half of the fitted maximal effect; on the % scale 0 is the no-effect control and ±100 the full control effect; nearly all actives have a fitted effect of over 55% in size
#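 5-Fluorouridine DNA damage + compound/DMSO, 2,000 cells/well, 16 h, 37 °C/5% CO2. ONE-Glo, 30 min RT, luminescence. Readout = decrease in reporter signal.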
# TRPV1 ag: HTS Assay for Compounds that Act as Agonists of the Vanilloid Receptor 1; activation, % at 8.33 µM; TRPV1-expressing cells, Fluo-8 calcium influx, agonist mode; 0.19% of 320,000 active; AID 540275, 2011; Transient receptor potential cation channel subfamily V member 1 (Homo sapiens), Q8NER1; in the data active means activation above about 80%; inconclusive means between about 30% and that limit; further: 0% is about no effect
#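 Cells expressing TRPV1 were dye-loaded with Fluo-8 and read kinetically: 10 s baseline, 3 min after compound (agonist portion), then 2 min after EC20 capsaicin (allosteric enhancer portion). Calcium-bound dye fluorescence at 480/520 nm.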
# hERG WT inh: qHTS for Inhibitors of KCHN2 3.1: Wildtype qHTS; 0.37% of 340,000 active; AID 720551, 2013; activity change, % at 1.84 µM; Voltage-gated inwardly rectifying potassium channel KCNH2 (Homo sapiens), Q12809; U2OS, BacMam KCNH2, thallium flux FluxOr; active compounds read low;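 active means maximum activity change below -70%; inconclusive means maximum activity change between -70% and -50%; inactive means maximum activity change above -50%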; further: on the % scale 0 is the no-effect control and ±100 the full control effect
# Target sequence (Q12809 whole entry, looked up): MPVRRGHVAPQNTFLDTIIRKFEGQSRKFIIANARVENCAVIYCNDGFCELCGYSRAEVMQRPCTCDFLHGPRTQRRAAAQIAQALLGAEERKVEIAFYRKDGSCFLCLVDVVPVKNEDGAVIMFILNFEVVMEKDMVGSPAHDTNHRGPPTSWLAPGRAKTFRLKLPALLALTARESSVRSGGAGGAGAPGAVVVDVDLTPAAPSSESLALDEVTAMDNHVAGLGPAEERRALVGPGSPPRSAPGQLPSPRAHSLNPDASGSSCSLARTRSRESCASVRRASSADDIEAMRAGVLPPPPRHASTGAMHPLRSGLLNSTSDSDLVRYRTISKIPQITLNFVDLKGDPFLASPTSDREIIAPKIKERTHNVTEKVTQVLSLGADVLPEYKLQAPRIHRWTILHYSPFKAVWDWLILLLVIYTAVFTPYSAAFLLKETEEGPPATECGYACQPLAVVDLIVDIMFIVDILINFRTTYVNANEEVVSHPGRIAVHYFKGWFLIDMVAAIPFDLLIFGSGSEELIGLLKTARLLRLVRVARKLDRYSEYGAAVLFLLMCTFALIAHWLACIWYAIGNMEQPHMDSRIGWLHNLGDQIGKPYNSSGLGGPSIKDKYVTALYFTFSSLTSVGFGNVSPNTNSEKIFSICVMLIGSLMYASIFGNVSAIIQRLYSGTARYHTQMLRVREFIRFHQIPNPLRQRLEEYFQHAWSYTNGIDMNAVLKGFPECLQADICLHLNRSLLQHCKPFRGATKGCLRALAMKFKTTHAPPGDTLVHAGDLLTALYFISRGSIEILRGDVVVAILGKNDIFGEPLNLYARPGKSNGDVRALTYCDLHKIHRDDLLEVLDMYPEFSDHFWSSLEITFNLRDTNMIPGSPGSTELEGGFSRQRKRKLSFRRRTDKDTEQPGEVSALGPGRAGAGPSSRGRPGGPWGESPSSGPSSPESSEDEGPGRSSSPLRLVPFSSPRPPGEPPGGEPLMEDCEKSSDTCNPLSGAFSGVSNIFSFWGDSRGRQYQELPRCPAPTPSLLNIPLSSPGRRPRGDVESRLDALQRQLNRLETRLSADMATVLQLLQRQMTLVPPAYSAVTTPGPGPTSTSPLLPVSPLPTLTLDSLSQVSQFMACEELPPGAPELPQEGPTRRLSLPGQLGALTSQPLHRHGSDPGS
#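 U2OS cells were transduced with wild-type KCNH2 virus (2.03 x 10^8 / mL) for 4 h at room temperature, then cultured overnight at 37 C. Thallium flux was read with FluxOr dye. Rate constants were normalized to DMSO controls.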
# Eya2 inh: qHTS Assay for Inhibitors of the Phosphatase Activity of Eya2; 0.006% of 330,000 active; Potency, µM (titrated, usually from 76.9 µM), without a hit: at the top dose activity, negative = inhibition, most hits filed as inhibitors; recombinant Eya2, OMFP fluorescence dephosphorylation (OMFP is methylfluorescein phosphate); further: potency means the concentration at half of the fitted maximal effect; on the % scale 0 is the no-effect control and ±100 the full control effect
#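 Eya2 (0.2 uM) preincubated 10 min at ambient with compound, then OMFP substrate added at 50 uM; 10 min reaction in 50 mM HEPES pH 7.5, 50 mM NaCl, 5 uM MgCl2, 0.05% BSA, 1 mM DTT. Fluorescence read at Ex 485/Em 525 nm.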
# Mito fusion act: qHTS Assay for Small Molecule Inhibitors of Mitochondrial Division or Activators of Mitochondrial Fusion; S. cerevisiae fusion-defective mutant growth rescue, CellTiterGlo 48 h; Potency, µM (highest dose often 46.1 µM), without a hit: top-dose growth rescue (activation), usual class: activators; 0.23% of 320,000 active; AID 485298, 2010;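 further: potency means the concentration at half of the fitted maximal effect; % of control where 0% means no effect; nearly all actives have a fitted effect of over 45% in size; temperature-sensitive fusion mutants such as fzo1-1 at 37 °C on non-fermentable ethanol glycerol medium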
#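 Compounds are tested for their ability to restore growth of mitochondrial fusion-defective yeast strains at non-permissive 37C in YPEG medium over 48 hours. Viability is quantified by luciferase luminescence.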
# KCNH2 3.1 inh: qHTS for Inhibitors of KCHN2 3.1: Mutant qHTS; activity change, % (tested at about 1.8 µM); 0.95% of 340,000 active; AID 720553, 2013; U2OS KCNH2 3.1, thallium flux FluxOr; active compounds read low; Potassium voltage-gated channel subfamily H member 2, brain isoform KCNH2 3.1 (human);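 active means maximum activity change below -70%; inconclusive means maximum activity change from -70% to -50%; inactive means maximum activity change above -50%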;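 further: thallium influx rate constant from kinetic fluorescence after stimulation buffer; on the % scale 0 is the no-effect control and ±100 the full control effect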
#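 FluxOr-based Tl+ influx in U2OS cells transduced with KCNH2 3.1 virus; rate constants normalized to DMSO controls.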
# A-T KAP1 phos: qHTS Assay for Identifying a Potential Treatment of Ataxia-Telangiectasia; […] A-T fibroblasts, KAP-1 phosphorylation AlphaLISA; neocarzinostatin DNA damage 30 min before lysis; Potency, µM (doses to about 57.5 µM), inactives show at the top dose activation, most hits filed as activators; 0.19% of 320,000 active; AID 485349, 2010; further: potency means the concentration at half of the fitted maximal effect; % of control where 0% means no effect; nearly all actives have a fitted effect of over 45% in size
#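 hTERT-immortalized A-T patient fibroblasts ([…]), 500 cells/well in OPTI-MEM, 1% FBS, got compounds for 60 min, then NCS for 30 min at 37C. Lysates were then assayed for phospho-KAP-1 by AlphaLISA (anti-pKAP1 donor, anti-KAP1 acceptor beads), 6 hr at 25C.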
# TSHR antag: Antagonists of the Thyroid Stimulating Hormone Receptor: HTS campaign; TSHR-expressing cells, TSH-stimulated cAMP HTRF, 2 h; active compounds read low; activity change, negative = inhibition, % at 11.5 µM; 0.2% of 330,000 active; AID 504810, 2011;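 active means activity change below a set negative limit, meaning inhibition stronger than a set level, cut at about -70% in these data; inconclusive means activity change between two set negative limits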; further: on the % scale 0 is the no-effect control and ±100 the full control effect
#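 TSHR-expressing cells were treated with compounds, then stimulated with TSH at EC80 (4nM final) for 2 hours at 37 deg C. Cellular cAMP was measured by HTRF competition between lysate cAMP and cAMP-d2 for a cryptate-labelled anti-cAMP antibody.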
# * hit, by the source's call; ? = inconclusive; . = no result given; & = joins results of further samples; [ ] = dose if it differs, or a comment. Unless noted, the call rests on the fitted dose curve; in most records, active means well fitted curve in the direction sought with a large enough effect; inconclusive means small, poorly fitted or top-dose-only effect, or another doubt; inactive means no such curve, though single readings can be large; an effect the other way counts as inactive or inconclusive.
SMILES,USP2a inh,TCR activator,ELG1 repair inh,TRPV1 ag,hERG WT inh,Eya2 inh,Mito fusion act,KCNH2 3.1 inh,A-T KAP1 phos,TSHR antag
Cc1ccc(OC(C)C(=O)N2CC(=O)Nc3ccccc32)c(C)c1 (stereo not drawn),0%,1%,21%,-2,-1,-3%,6%,3,-3%,17
CCC(=O)N1CCc2cc(OC)c(OC)cc2C1COc1ccccc1OC (stereo not drawn),-1%,23%,?,4,4,-8%,1%,-9,3%,-3
Cc1cc(C)c(N(C(=O)c2csnn2)C(C(=O)NC(C)(C)C)c2ccncc2)c(C)c1 (stereo not drawn),2%,0%,5%,0,.,-6%,-4%,50,0%[11.5 µM],19
Cc1ccc(CSCCNS(C)(=O)=O)cc1,4%,.,0%,-2,3,-6%,-3%,-2,1%,2
Cc1cccc2cc(CN(C(=O)c3cccc([N+](=O)[O-])c3)C(C)C)c(=O)[nH]c12,-3%,10%,12%,-3,-6,3%,-2%,16,9%,23
COc1ccc(CC(=O)Nc2c3c(nn2-c2cccc(Cl)c2)CS(=O)C3)cc1 (stereo not drawn),-1%,1%[46.1 µM],8%,3,-4,1%,-1%,-7,.,18
CCc1ccccc1NNC(=O)c1cc(C)on1,1%,-7%,3%,0,0,4%,-3%,5,1%,9
O=C(CN(CC1CCCO1)C(=O)CCC(=O)Nc1ccccn1)NCc1ccccc1 (stereo not drawn),-1%,-3%[46.1 µM],1%,3,6,10%,-1%,-1,8%,-2
Cc1ccc(S(=O)(=O)N2CCOCC2)cc1NC(=O)CSc1nnnn1C,1%,2%,-8%,-3,-4,4%,-6%,-1,16%,37
Cc1cccc(NC(=O)Cc2nc(-c3c[nH]c(C(=O)N4CCCC4)c3)cs2)c1,3%,3%,?,1,5,-16%,0%,-10,6%,-3
COc1ccc(NC(=O)c2sc(NC(=O)COc3ccccc3)nc2C)cc1,0%,-7%,11%,.,-3,0%,1%,-6,-1%,7
O=C(CSc1nnc(-c2cccnc2)n1-c1ccccc1)NCc1ccc2c(c1)OCO2,-2%,7%,-11%,-5,1,-8%,0%,-1,-1%,2
CCCOn1c(-n2nc(C)cc2C)nc2ccccc2c1=O,1%,4%,7%,-8,-3,-2%,0%,-10,.,4
COC(=O)CSc1ccnc2cc(Cl)ccc12,-1%,-3%,5%,.,-6,-1%,-2%,2,16%,-20
COc1ccc(CC(=O)Nc2ccc3c(C)cc(=O)oc3c2)cc1OC,0%,-4%[46.1 µM],-4%,?,-11,-17%,-3%,2,-4%,-2

# Further entries follow:
SMILES,USP2a inh,TCR activator,ELG1 repair inh,TRPV1 ag,hERG WT inh,Eya2 inh,Mito fusion act,KCNH2 3.1 inh,A-T KAP1 phos,TSHR antag
COc1cccc(N2CCN(CC(=O)Nc3ccccc3C(=O)NCCc3ccccc3)CC2)c1,1%,-6%,?,?,8,12%,?,31,7%,-3
CCOC(=O)c1cc(C)[nH]c1C,1%,7%,?,-1,-1,-21%,-3%,-4,1%,-6
CN1CCN(c2ccc(NC(=O)N3CCc4ccccc43)cc2)CC1,3%,-8%,?,10,-3,0%,-10%,-4,-1%,-8
Cc1ccc(NC(=O)C(Cc2ccccc2)NC(=O)OCc2ccccc2)cc1C (stereo not drawn),1%,-8%[46.1 µM],-17%,?,-6,-4%,0%,-12,17%,-12
CCCN1C(=O)C(O)(CC(=O)c2cccc(OC)c2)c2ccccc21 (stereo not drawn),3%,6%,2%,-5,-23,8%,11%,3,.,7
CCCCOc1ccc(CNC(=O)NS(=O)(=O)c2ccc(OCC)cc2)cc1,5%,0%,0%,1,8,10%,9%,6,8%,-14
NS(=O)(=O)c1ccc(CCNC(=O)c2cnccn2)cc1,2%,-4%,20%,-2,-3,3%,6%,13,1%,2
CCn1c(=O)n(CC)c2cc(S(=O)(=O)N3CCCCC3)c(C)cc21,3%,-5%,?,?,2,-30%,5%,?,-3%,-8
NC1=NC(c2cn(-c3ccccc3)nc2-c2cccs2)n2c(nc3ccccc32)N1 (stereo not drawn),0%,0%,15%,3,-22,2%,-2%,-9,-13%,10
O=C1CN(C(=O)CCN2CCOCC2)C(c2ccccc2)c2cc(Br)ccc2N1 (stereo not drawn),0%,-1%,-3%,0,4,-7%,-3%,-18,-3%,0
C/C(=N\OC(=O)c1ccc(Cl)cc1)c1sc(-c2ccccc2)nc1C,2%,3%,?,2,19,-1%,1%,7,-6%,-8
Nc1nc(SCC(=O)N2CCCC2)[nH]c(=O)c1NC(=O)c1ccco1,2%,4%,4%,-1,-8,14%,-5%,-1,8%,3
O=C(Nc1ccc(Cl)cc1)N1CCC(c2nc(-c3cccs3)no2)CC1,-10%,-1%,?,3,8,-31%,-3%,-1,19%,.
O=C(CSc1nnnn1-c1ccc2c(c1)CCC2)NCc1cccs1,2%,-4%,-1%,17,-2,-21%,19%,13,3%,-5
CN(CC(=O)NCc1ccccc1Cl)CC(=O)Nc1ccccc1Br,5%,-2%,-6%,?,-7,-3%,10%,-3,7%,1

# Next section
SMILES,USP2a inh,TCR activator,ELG1 repair inh,TRPV1 ag,hERG WT inh,Eya2 inh,Mito fusion act,KCNH2 3.1 inh,A-T KAP1 phos,TSHR antag
CCN1CCN(c2ccc(NC(=O)c3ccc([N+](=O)[O-])o3)cc2Cl)CC1,0%,-5%,?,0,13,0%,6%,0,-5%,2
COc1ccc(C)cc1NC(=O)COC(=O)c1ccc2ccccc2n1,0%,-15%,20%,15,-1,-12%,-2%,0,1%,11
CC(C)c1nnc(SCC(=O)Nc2ccc3c(c2)OCO3)n1C,0%,4%[46.1 µM],2%,-1,3,-7%,-3%,-3,-1%,-11
CCCN(Cc1ccccc1)C(=S)Nc1cccc(C(F)(F)F)c1,1%,-2%[46.1 µM],-7%,14,.,-14%,-1%,26,2%,16
CC(c1ccccc1)N(NC(=O)C(O)(c1ccccc1)c1ccccc1)C(=O)c1ccccc1 (stereo not drawn),1%,-4%,-6%,12,8,-6%,0%,13,5%,-6
CCCNC(=O)NCCC12CC3CC(CC(C3)C1)C2,-3%,-1%,?,5,5,-25%,2%,0,2%,-35
CCS(=O)(=O)c1ccc2oc(SCC(=O)NCCc3ccc(F)cc3)nc2c1,10%,-5%,?,-1,3,6%,6%,-12,-2%,-14
Cc1ccc(NC(=O)CN2C(=O)NC3(CCCc4ccccc43)C2=O)c(C)c1 (stereo not drawn),0%,3%,-2%,9,9,9%,3%,17,7%,39
Cc1cccc(OCCCn2c(CO)nc3ccccc32)c1,2%,3%,?,?,-1,-4%,2%,11,24%,15
N#C/C(=C\c1cccc(OC(=O)c2cccs2)c1)C(N)=O,0%,3%[46.1 µM],9%,1,5,0%,-9%,-3,1%,26
CN(C)CCOC(=O)C1(c2ccccc2)CCOCC1,0%&-1%,4%&-1%,0%&12%,1&0,2&-10,4%&-5%,-1%&0%,-12&0,4%&-6%,1&4
Cc1csc(Nc2ccccc2)n1,4%,1%,?,4,-2,-5%,-6%,-3,5%,14
O=C(Cc1ccccc1)Nc1nccs1,2%,8%,1%,0,-9,2%,-3%,1,4%,11
C#CC(CC)(CC)NC(=O)c1ccc(Br)s1,0%,-9%,11%,5,-3,-2%,-2%,1,2%,11
COC(=O)CSc1nnc(CNc2ccc(Cl)cc2)n1-c1ccccc1,-1%,6%,-1%,0,5,-12%,-1%,5,2%,-2

# The list continues.
SMILES,USP2a inh,TCR activator,ELG1 repair inh,TRPV1 ag,hERG WT inh,Eya2 inh,Mito fusion act,KCNH2 3.1 inh,A-T KAP1 phos,TSHR antag
COc1ccccc1CNC(=O)COC(=O)CSc1ccc(Cl)cc1,0%,-5%,-2%,-3,0,-5%,9%,20,-5%,6
O=C(CCCN1C(=O)/C(=C\c2cccs2)SC1=S)Nc1ccc(O)cc1C(=O)O,1%,-2%,?,-5,-6,2%,9%,-8,-10%,-13
CCOC(=O)C1=CN(Cc2cccc(F)c2)S(=O)(=O)NC1c1cccc(OC)c1 (stereo not drawn),-6%,-6%[46.1 µM],-20%,.,-6,-2%,.,0,12%,23
Nc1nnc(SCC(=O)NNC(=O)c2ccc([N+](=O)[O-])cc2)s1,1%,.,20%,0,-1,-3%,0%,9,-6%,-3

# A portion of the library; rates above refer to the full screens.
